Source: PubChem BioAssay
GPT2 inh = inhibitors of human GPT2 alanine aminotransferase | Q8TD30 | Recombinant GPT2, coupled pyruvate oxidase/HRP Amplex Red fluorescence | Potency, µM (doses to about 57.7 µM), without a hit: top-dose activity change, negative = inhibition, usual class: inhibitors | 0.25% of 100,000 active | AID 1671188; also: potency is read from the fitted curve at half-maximal effect; nearly all actives have a fitted effect of over 60% in size; many of its hits are not listed in these tables
Target sequence (Q8TD30 whole entry, looked up): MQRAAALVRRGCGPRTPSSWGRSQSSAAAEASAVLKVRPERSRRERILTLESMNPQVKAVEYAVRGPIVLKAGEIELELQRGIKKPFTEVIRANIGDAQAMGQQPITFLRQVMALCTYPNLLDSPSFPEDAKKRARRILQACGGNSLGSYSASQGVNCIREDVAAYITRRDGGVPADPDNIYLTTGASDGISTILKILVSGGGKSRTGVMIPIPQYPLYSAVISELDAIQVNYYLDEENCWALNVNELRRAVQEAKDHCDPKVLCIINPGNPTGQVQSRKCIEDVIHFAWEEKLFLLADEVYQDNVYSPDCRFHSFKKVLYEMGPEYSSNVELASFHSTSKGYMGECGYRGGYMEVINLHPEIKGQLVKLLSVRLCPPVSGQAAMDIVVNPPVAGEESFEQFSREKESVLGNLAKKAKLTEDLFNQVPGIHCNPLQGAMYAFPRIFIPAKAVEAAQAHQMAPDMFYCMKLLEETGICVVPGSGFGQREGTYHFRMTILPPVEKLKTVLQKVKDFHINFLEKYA
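GPT2 10ng/uL, a-KG 250uM, L-Ala 2mM, HEPES pH7.5 + 0.0001% Tween; 30 min RT. Then Amplex mix (PO/HRP/ThPP), 30 min RT dark, fluorescence. AOA 50uM used as positive control.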
SNCA expr inh = SNCA gene expression inhibition; HEK-293 SNCA-luciferase knock-in, luminescence, 24 h; Potency, µM (series often up to 57.2 µM), for the others: at the top dose activity change, negative = inhibition, usual class: inhibitors; 0.17% of 140,000 active;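 also: potency is read from the fitted curve at half-maximal effect; plate controls were DMSO cells for no effect and cell-free wells for full effect; nearly all actives have a fitted effect of over 45% in size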
HEK cytotox = HEK 293 cell cytotoxicity; HEK 293 viability, ATP luminescence (CellTiter-Glo), 48-72 h; AID 1345083; Potency, µM (doses to about 115 µM), for inactives: at the top dose activity change, negative = cytotoxicity, usual class: inhibitors; 6.6% of 94,000 active; also: potency is read from the fitted curve at half-maximal effect; nearly all actives have a fitted effect of over 60% in size
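Viability of HEK 293 cells, plated at 250 cells/well, was judged by cellular ATP after compound treatment for 48 or 72 hr. Luminescence was imaged 10 min after CellTiter-Glo addition at room temperature.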
Luciferase inh = blocks purified firefly luciferase enzyme activity; P08659; purified P. pyralis luciferase, luminescence, biochemical; Potency, µM (highest dose often 115 µM), for the others: at the top dose activity change, negative = inhibition, hits mostly inhibitors; 2.5% of 76,000 active; AID 1347043; also: potency is read from the fitted curve at half-maximal effect; nearly all actives have a fitted effect of over 65% in size
Target sequence (P08659 whole entry, looked up): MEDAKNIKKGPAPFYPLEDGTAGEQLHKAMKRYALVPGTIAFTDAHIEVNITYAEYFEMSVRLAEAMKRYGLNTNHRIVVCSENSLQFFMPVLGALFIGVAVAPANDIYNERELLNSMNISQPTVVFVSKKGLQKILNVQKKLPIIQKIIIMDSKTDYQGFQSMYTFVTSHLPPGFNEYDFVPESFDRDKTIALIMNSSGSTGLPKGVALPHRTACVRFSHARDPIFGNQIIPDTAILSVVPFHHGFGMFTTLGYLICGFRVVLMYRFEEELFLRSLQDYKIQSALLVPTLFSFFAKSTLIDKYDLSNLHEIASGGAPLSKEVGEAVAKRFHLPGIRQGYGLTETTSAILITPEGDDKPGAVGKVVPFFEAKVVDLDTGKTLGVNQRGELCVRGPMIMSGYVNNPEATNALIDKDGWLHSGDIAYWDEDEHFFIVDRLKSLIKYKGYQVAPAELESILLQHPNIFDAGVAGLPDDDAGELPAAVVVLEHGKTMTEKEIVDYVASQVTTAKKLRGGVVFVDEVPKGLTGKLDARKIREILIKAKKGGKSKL
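FLuc 10nM, D-luciferin 10uM, ATP 10uM, Mg acetate 10mM, Tris acetate pH 7.5, Tween/BSA; cpd qHTS; enzyme added last; CCD luminescence.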
SNCA viab count = counter-screen for SNCA expression inhibitors: cell viability; 0.12% of 150,000 active; Potency, µM (titrated, usually from 57.1 µM), for inactives: at the highest dose activity change, negative = cytotoxicity, hits mostly cytotoxic; HEK-293-SNCA-luc viability, GF-AFC fluorescence, 24 h;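 also: potency is read from the fitted curve at half-maximal effect; 0% = DMSO-treated cells and -100% = medium-only wells without cells; nearly all actives have a fitted effect of over 30% in size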
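Cytotoxicity counterscreen: after 24 h compound treatment of genome-edited SNCA-luciferase HEK-293 cells, live-cell protease substrate GF-AFC read by fluorescence after 30 min; activity scaled between DMSO (0%) and medium-only (-100%), curves Hill-fitted.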
3T3 cytotox = cytotoxic compounds in NIH 3T3 cells; NIH 3T3 viability, CellTiter-Glo ATP luminescence, 48-72 h; Potency, µM (series often up to 96.7 µM), for the others: at the highest dose activity change, negative = cytotoxicity, usual class: inhibitors; 4.3% of 94,000 active; AID 1345082; also: potency is read from the fitted curve at half-maximal effect; nearly all actives have a fitted effect of over 55% in size
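Cells were seeded at 400 per well, treated with pin-transferred compound, and kept 48 or 72 hr at 37 °C before CellTiter-Glo addition and luminescence imaging of cellular ATP.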
IP6K1 inh = blocks human inositol hexakisphosphate kinase 1. Q92551. IP6K1 kinase, ADP-Glo luminescence, 2 h; stronger effect = lower value. activity change, % (series mostly up to about 58 µM). 0.81% of 140,000 active; in the data active = activity change below about -25%
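ADP-Glo luminescence measures ADP made by human IP6K1 during a 2 h RT reaction with ATP/IP6 (mix at 1.3 mM/130 uM); top library doses 57.5 and 19.1 uM final.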
Numbers without * were called inactive; i = inactive; ? = inconclusive; · = no result given; & = joins results of further samples; [ ] = remark or other dose. Unless noted, calls follow the shape of the dose curve; as a rule, active = well fitted curve in the direction sought with a large enough effect; inconclusive = small, poorly fitted or top-dose-only effect, or another doubt; inactive = no such curve, though single readings can be large; an effect the other way counts as inactive or inconclusive. Unless noted, % is scaled to controls: 0 for no effect and ±100 for the full control effect.

compound	GPT2 inh	SNCA expr inh	HEK cytotox	Luciferase inh	SNCA viab count	3T3 cytotox	IP6K1 inh
CCCN1CCN(C(=O)CN2CC3CC(C2)[C@H]2CCCC(=O)N2C3)CC1 (some centres not stated)	-23%	-16%	3%	-2%	5%	i	22
C[C@H]1[C@@H]2[C@H]3OC(=O)[C@@H](C)[C@@H]3CC[C@@]2(C)CC[C@@H]1NC(=O)CC(C)(C)C	-7%[88.5 µM]	-4%[87.6 µM]	-14%[172 µM]	0%[172 µM]	0%[87.6 µM]	-19%[138 µM]	4
CC(=O)N1CC2(Cc3ccccc31)CN([S+](C)(=O)[O-])C2	-4%[88.5 µM]	-13%[87.6 µM]	i	-4%[172 µM]	1%[87.6 µM]	-3%[138 µM]	-14
O=C(c1ccoc1)N1CCCC(n2cc(-c3nc(-c4ccccc4)no3)nn2)C1 (configuration not stated)	i	18%	50µM*	?	-7%	?	18
CCCNC(=O)[C@@H]1Cc2cn(Cc3cccnc3)c3cccc(c23)[C@H](CC(C)C)N1	4%[88.5 µM]	?	?	8%[172 µM]	?	89µM*	3
Cc1ccccc1CSc1nc(-c2ccccc2)nc2c1Cc1c(CO)cnc(C)c1O2	·	25%	·	·	18%	·	15
O=C(CCSCCc1ccccn1)Nc1ccc(Cl)cc1	·	-9%	·	·	-19%	·	-2
Cc1ccc(C(=O)N2CCCC3(C2)NC(=O)N(Cc2ccc(Cl)cc2)C3=O)cc1 (configuration not stated)	i	-20%	?	5%	-5%	?	-13
CC1(C)C(=O)N(CC2CCOCC2)[C@H]2CN(Cc3ccccc3)C[C@@H]2[S+]1(=O)[O-]	-7%[88.5 µM]	3%[87.6 µM]	i	-4%[172 µM]	3%[87.6 µM]	?	-2
CC1=NS(=O)(=O)N(CCc2ccccc2)C=C1C(=O)O	i	?	4%	0%	2%	5%	-14
Cn1ccc(C(=O)N[C@@H]2CN(c3ncccn3)C[C@H]2CO)n1	i	-8%	3%	-3%	6%	5%	7
Cc1ccc(C(=O)N2CC(N3C(=O)c4c(c(C)nn4-c4ccccc4)C3C(C)C)C2)cc1 (configuration not stated)	·	·	?	·	·	?	8

(listing goes on)
compound	GPT2 inh	SNCA expr inh	HEK cytotox	Luciferase inh	SNCA viab count	3T3 cytotox	IP6K1 inh
Cc1c(NC(=O)c2cc3c(s2)CCCC3)cccc1-c1cn(C)c(=O)c(Nc2ccc(C3C(=O)N(C)CCN3C)cc2)n1 (configuration not stated)	-15%	·	·	·	16%	·	-17
COc1ccccc1-c1cc2c(ccn2Cc2ccncc2)c(N2CCOCC2)n1	-15%[88.5 µM]	-5%[87.6 µM]	?	-14%[172 µM]	-10%[87.6 µM]	?	-5
COc1cccc(-c2cc(-c3cccnc3)c3cncn3c2)c1OC	-2%[88.5 µM]	12%[87.6 µM]	?	50µM*	4%[87.6 µM]	?	3
C=CCCC(=O)N1CCC2(CC1)[C@@H](C(=O)OCC)[C@@H](O)C(=O)N2C	·	·	0%	·	·	?	15
COc1ccc(C2CC(=O)Oc3c2c(=O)n(C)c2ccccc32)c(OC)c1OC (configuration not stated)	·	?	·	·	-15%	·	-3
O=C(NC[C@H]1O[C@@H](CO)[C@@H](O)[C@H]1N1CCN(c2ccccn2)CC1)c1ccc(F)c(Cl)c1	4%	2%	-12%	-1%	5%	-25%	-7
COc1ccccc1Nc1nn2c(=O)c3ccc(C(=O)NC4CCC(C)CC4)cc3nc2s1 (configuration not stated)	·	?	·	·	-13%	·	16
C#CCNC(=O)c1ccc2nnc(C3CCOCC3)n2c1	·	·	-12%[172 µM]	·	·	-15%[138 µM]	-6
CCc1ccccc1NC(=O)Cn1c(=O)n(Cc2ccco2)c(=O)c2ccccc21	·	-17%	·	·	9%	·	-9
Cc1ccc(OCC(=O)Nc2ccc3nc(SCC(=O)N4CCOCC4)sc3c2)cc1C	·	-13%	·	·	9%	·	-7
CC(C)NC(=O)[C@@H]1C[C@H](N)CN1C(=O)c1cccc(S(C)(=O)=O)c1	?	?	3%	1%	-1%	-4%	52
CN1C(=O)CS(=O)(=O)C12CCN(C(=O)c1ccc(F)cc1)CC2	-4%	16%	-5%	3%	-16%	i	1

Continued:
compound	GPT2 inh	SNCA expr inh	HEK cytotox	Luciferase inh	SNCA viab count	3T3 cytotox	IP6K1 inh
Oc1ccccc1CN1CCNc2cnc(Oc3ccccc3)cc2C1	i	-26%[87.6 µM]	79µM*	-3%[172 µM]	2%[87.6 µM]	?	-12
CC(C)CNC(=O)c1cn2cc(-c3ccc(F)cc3)sc2n1	-34%[88.5 µM]	183%[activator][87.6 µM]	?	·	-1%[87.6 µM]	?	1
O=C1NCCCCCCN(Cc2ccncc2)[C@@H]2CN(S(=O)(=O)c3cccc(F)c3)CC[C@H]12	2%	-6%	-18%	8%	-5%	-22%	-2
Cc1noc2c(-c3cccnc3)cc(-c3cccs3)nc12	-26%[88.5 µM]	-29%[87.6 µM]	?	4%[172 µM]	-8%[87.6 µM]	?	6
CC(C)c1noc(-c2ccccc2OCC(=O)Nc2cccc([N+](=O)[O-])c2)n1	·	23%	·	·	17%	·	-2
Cc1ccc(C(=O)N[C@H]2CO[C@H]3[C@@H]2OC[C@@H]3Nc2nccc(C(C)(C)C)n2)cc1	-4%[88.5 µM]	-9%[87.6 µM]	63µM*	?	-14%[87.6 µM]	?	-8
C[C@@H]1CN(C(=O)c2cccc(OCC(N)=O)c2)C[C@]1(C)O	-9%	-16%	i	-6%	5%	2%	16
Cc1cnc(C(=O)N2CCC(Cc3ccc(C(N)=O)cc3)CC2)cn1	i	24%	-8%	8%	5%	i	-15
CN1CCCC1c1nc(C2CN(C(=O)c3ccco3)C2)no1 (configuration not stated)	0%	79%[activator]	-19%	-24%	-1%[12.5 µM]	-10%	-4
O=C(CC1N=C2c3ccccc3N=C(SCc3ccc(Cl)cc3)N2C1=O)NC1CCCCC1 (configuration not stated)	·	154%[activator]	·	·	1%	·	-5
Cc1nn(-c2ccccc2)c2c1C(C(C)C)N(C1CCN(C(=O)C3CCCC3)CC1)C2=O (configuration not stated)	·	·	-27%	·	·	?	8
O=C(Cc1ccccn1)N1CCC(c2nn(-c3ccccc3)c(=O)[nH]2)CC1	i	-12%	-28%	0%	-14%	-21%	5

The listing continues.
compound	GPT2 inh	SNCA expr inh	HEK cytotox	Luciferase inh	SNCA viab count	3T3 cytotox	IP6K1 inh
CCOC(=O)C1CCN(C(=O)c2cccc3c2CCN3C(=O)Nc2ccccc2)CC1	-16%	40%[activator]	?	5.6µM*	-5%	-26%	3
CCCC12CN3CC(CCC)(CN(C1)C3c1ccc(OC(C)C)cc1)C2=O (configuration not stated)	·	-22%	·	·	-5%	·	-15
CC(=O)Nc1nonc1-c1nnc(SCC(=O)Nc2cc(Cl)ccc2C)n1C	·	-4%	·	·	6%	·	10
COc1ccc(NC(=O)CSc2nc(-c3cc(OC)c(OC)c(OC)c3)[nH]c2-c2ccc(F)cc2)cc1	·	?	·	·	?	·	-4
CSc1ccc(CCNC(=O)c2ccc3c(Cl)c4c(nc3c2)CCCC4)cc1	·	-7%	·	·	-4%	·	5
O=C(c1ccc2ccccc2n1)N1CC2CC(C1)[C@H]1CCCC(=O)N1C2 (some centres not stated)	i	10%	2%	-8%	2%	i	9
COc1ccc(NC(=O)Cn2cccc2-c2nc(-c3ccc(F)cc3)no2)cc1Cl	i	6%	-4%	-9%	-3%	-22%	-6
COCCNC(=O)[C@@H]1C[C@H](Oc2cccnc2)CN1C(=O)CCc1c[nH]c2ccccc12	i	-10%	i	-10%	2%	1%	1
O=C(O)c1cccc(NC(=O)c2cccc(S(=O)(=O)Nc3cccc(F)c3)c2)c1	·	18%	·	·	0%	·	-11
CCOc1ccc(C(=O)N2CCC[C@H]2c2nc(-c3ccc(OC)c(OC)c3)no2)cc1	i	25%	-19%	6%	-27%	-11%	18
Cc1ccc(N2CCN(C(=O)c3cccn4c(=O)c5ccc(Cl)cc5nc34)CC2C)cc1 (configuration not stated)	·	?	·	·	11%	·	12
O=c1oc2cc(O)ccc2cc1-c1nc(-c2ccc(Cl)c(Cl)c2)cs1	·	-16%	·	·	4%	·	-15

Next section
compound	GPT2 inh	SNCA expr inh	HEK cytotox	Luciferase inh	SNCA viab count	3T3 cytotox	IP6K1 inh
CC1=C(C(=O)Nc2cccc(Cl)c2C)C2(CCCCCC2)OC1=O	·	22%	·	·	-5%	·	12
CN(Cc1cccc(C(F)(F)F)c1)Cc1ccccc1C(F)(F)F	-1%[88.5 µM]	-10%&-6%[87.6 µM]	i	1%[172 µM]	3%&-5%[87.6 µM]	3%&-6%[138 µM]	-10&9
CCOC(=O)c1c(C)oc2nc(C)nc(NCCc3ccc(S(N)(=O)=O)cc3)c12	·	27%	·	·	?	·	3
Cc1noc(C2CCCCCN2C(=O)Nc2ccccc2)n1 (configuration not stated)	i	?	-5%	-8%	-4%	i	14
CCn1c(Cn2ccnc2)nnc1C1CCN(Cc2ccc(F)c(F)c2)CC1	-6%	3%	-2%	0%	6%	4%	0
O=C(NCc1ccccc1F)C1CCCCN1Cc1ccc(-c2cccs2)cc1 (configuration not stated)	-7%	4%	?	·	0%[12.5 µM]	?	0
COC(=O)c1ccc2c(c1)nc1n2[C@@H](CNCc2cccnc2)COC1	-1%[88.5 µM]	-7%[87.6 µM]	-2%[172 µM]	-4%[172 µM]	4%[87.6 µM]	-11%[138 µM]	8
Cc1noc(C)c1S(=O)(=O)N1CCC(c2noc(-c3ccccc3)n2)C1 (configuration not stated)	i	-16%	?	-1%	-1%	-14%	1
COc1ccc(S(=O)(=O)N(CC(=O)Nc2cccc(C(F)(F)F)c2)c2ccc(C)cc2)cc1	·	-16%	·	·	-4%	·	23
O=C(c1ccc(F)cc1)N1CCN(CCc2ccncc2)CC1	·	-17%	·	·	0%	·	57
CC(C)N1C[C@@H]2C[C@H]1C(=O)N(Cc1cccnc1)c1ccccc1O2	2%[88.5 µM]	-9%[87.6 µM]	-12%[172 µM]	-8%[172 µM]	-2%[87.6 µM]	?	-10
Cc1cccc(-c2nc(CN3CCC(c4nc(-c5cccn5C)no4)C3)no2)c1 (configuration not stated)	i	90%[activator]	?	·	2%	?	21

(listing goes on)
compound	GPT2 inh	SNCA expr inh	HEK cytotox	Luciferase inh	SNCA viab count	3T3 cytotox	IP6K1 inh
CC1CCN(C(=O)c2ccccc2NC(=O)c2nsc3ccccc23)CC1	·	56%[activator]	·	·	10%	·	13
COc1ccc(-c2noc(CN3CCN(c4ccccc4OC)CC3)n2)cc1OC	·	41%[activator]	·	·	3%	·	10
COc1ccc(-c2c(C(=O)NCCc3ccccc3)nc3sccn23)cc1	-11%	-2%	?	·	-18%	?	1
Cc1nc2sccn2c(=O)c1S(=O)(=O)NCc1ccccc1	·	4%	·	·	11%	·	3
O=C(CSc1nc2c(c(=O)[nH]1)CN(Cc1ccc3c(c1)OCO3)CC2)Nc1cccc(Cl)c1	·	-10%	·	·	5%	·	8
C[S+](=O)([O-])N1CC2(Cc3ccccc31)CN(C(=O)c1cccc(Cl)c1)C2	2%	-12%	?	-4%	5%	?	-3

Not a hit list. Share with any hit: about 7.8%.
